Screens as filed in PubChem.
CTSL1 counter = Fasciola hepatica cathepsin L1 inhibitors, primary screen, counter-screen for PFM18AAP inhibitor project, biochemical, QFRET, fluorogenic peptide substrate. recombinant F. hepatica cathepsin L1, Z-Leu-Arg-MCA fluorescence. inhibition, % at 5.96 µM. 300,000 tested, 0.49% active. AID 1906, 2009;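 active means inhibition above the mean of all tested compounds plus 3 SD, set per screening campaign, cut at about 17% in these data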;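 further: 0% = plate median of test compound wells and 100% = 1 µM Z-Phe-Ala-diazomethylketone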
HCV core dimer = inhibitors of HCV core protein dimerization, primary screen, biochemical, TR-FRET, high-throughput; 300,000 tested, 0.33% active; inhibition, % at 5 µM; TR-FRET GST/Flag-core106 dimerization, 1536-well; AID 1899, 2009;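 active means inhibition above the mean of all tested compounds plus 3 SD, set per screening campaign, cut at about 45% in these data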
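test system = GST/Flag-tagged HCV core106 proteins | probe or stimulus = Eu donor and XL665 acceptor anti-tag antibodies | times = compound-protein-antibody incubation 4 h at 22.5 °C | signal = TR-FRET, excitation 340 nm, emission 617 and 671 nm | measure = percent inhibition of core106 dimerization signal | controls = wells lacking GST-core106 and wells with excess unlabelled core106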
ZTA DNA inh = ZTA (EBV) inhibition in EBNA-1 counter-screen; ZTA-DNA binding, fluorescence polarization; inhibition, % at 11 µM; P03206; 320,000 tested, 0.15% active; in the data active means inhibition above about 33%
Target sequence (P03206 whole entry, looked up): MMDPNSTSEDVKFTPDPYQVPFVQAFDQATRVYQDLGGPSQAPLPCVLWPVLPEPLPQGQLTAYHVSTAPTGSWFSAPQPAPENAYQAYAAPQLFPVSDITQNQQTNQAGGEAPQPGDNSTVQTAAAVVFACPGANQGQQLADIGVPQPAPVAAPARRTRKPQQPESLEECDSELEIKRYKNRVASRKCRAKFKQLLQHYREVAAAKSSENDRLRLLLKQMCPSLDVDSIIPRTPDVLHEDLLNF
TPT1 inhibitor = Candida albicans TPT1 enzyme inhibitors, primary screen, biochemical, fluorescence polarization; tRNA 2'-phosphotransferase TPT1 (Candida albicans SC5314); 300,000 tested, 0.81% active; inhibition, % at 5 µM; recombinant caTPT1, FP RNA substrate dephosphorylation;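 active means inhibition above the mean of all tested compounds plus 3 SD, set per screening campaign, cut at about 24% in these data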;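 further: plate controls were DMSO alone for no effect and ferristatin control at 100 nM for full effect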
Efflux pump inh = inhibitors of Candida efflux pumps in yeast, primary screen, S. cerevisiae, Nile Red, multiplex; S. cerevisiae Candida pump triplex; 330,000 tested, 0.44% active; AID 485275, 2010; inhibition, % at 10 µM;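 active means plate passing quality check with inhibition over a set limit, or well fluorescence over plate mean plus 4 SD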;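 further: Nile Red retained in pooled yeast measured as flow cytometry median fluorescence; 0% = buffer negative control and 100% = Enniatin B positive control; higher means more Nile Red kept so more efflux inhibition; some compounds called inactive have numbers as strong as hits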
EBNA-1 inhibitor = EBNA-1 DNA-binding inhibitors, primary screen, biochemical, fluorescence polarization. 300,000 tested, 0.34% active. inhibition, % at 14.8 µM; in the data active means inhibition above about 28%
PP1 counter = PP1-alpha phosphatase inhibitors, primary screen, counter-screen for PP5 inhibitor project, biochemical, fluorescence, OMFP substrate, single point | Serine/threonine-protein phosphatase PP1-alpha catalytic subunit (Homo sapiens), P62136 | purified PP1alpha | inhibition, % at 6.7 µM | 320,000 tested, 0.9% active;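 active means inhibition above the mean inhibition of all tested compounds plus 3 SD, computed separately for each screening campaign, cut at about 15% in these data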
PP5 inh = PP5 phosphatase inhibitors, primary screen, biochemical, fluorescence; Serine/threonine-protein phosphatase 5 (Homo sapiens), P53041; purified PP5c, OMFP substrate fluorescence; inhibition, % at 6.7 µM; 320,000 tested, 0.18% active;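 active means inhibition above the campaign's mean inhibition across all tested compounds plus 3 SD, cut at about 9.5% in these data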;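 further: 0% = DMSO only and 100% = 100 µM cantharidin control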
PREPL inh = PREPL enzyme inhibitors, primary screen, biochemical, fluorescence polarization; Prolyl endopeptidase-like (Homo sapiens), Q4J6C6; recombinant PREPL, fluorescence polarization activity-based probe; inhibition, % at 5.96 µM; 320,000 tested, 0.68% active; AID 2751, 2010; in the data active means inhibition above about 43%;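 further: 0% = enzyme with DMSO and 100% = wells lacking enzyme; many of its hits are not listed in these tables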
Target sequence (Q4J6C6 whole entry, looked up): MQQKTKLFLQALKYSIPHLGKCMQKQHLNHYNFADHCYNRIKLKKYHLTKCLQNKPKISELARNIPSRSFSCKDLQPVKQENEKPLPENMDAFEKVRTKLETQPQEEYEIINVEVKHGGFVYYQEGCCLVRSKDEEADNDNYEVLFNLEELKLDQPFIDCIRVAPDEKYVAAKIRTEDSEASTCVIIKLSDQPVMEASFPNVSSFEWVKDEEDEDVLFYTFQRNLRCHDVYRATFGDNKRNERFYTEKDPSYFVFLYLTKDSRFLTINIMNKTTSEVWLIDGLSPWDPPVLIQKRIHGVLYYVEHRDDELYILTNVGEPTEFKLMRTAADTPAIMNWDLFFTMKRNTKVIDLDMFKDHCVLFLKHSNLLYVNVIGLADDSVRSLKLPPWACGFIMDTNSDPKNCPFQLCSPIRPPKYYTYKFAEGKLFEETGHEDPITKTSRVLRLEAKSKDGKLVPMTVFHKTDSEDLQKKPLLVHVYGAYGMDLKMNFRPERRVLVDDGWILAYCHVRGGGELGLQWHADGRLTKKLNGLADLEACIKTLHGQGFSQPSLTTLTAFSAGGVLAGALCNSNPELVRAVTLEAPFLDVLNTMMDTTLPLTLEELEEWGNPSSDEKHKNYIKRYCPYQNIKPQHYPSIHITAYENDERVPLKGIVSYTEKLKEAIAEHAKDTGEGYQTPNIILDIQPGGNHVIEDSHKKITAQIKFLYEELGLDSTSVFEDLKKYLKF
The depositor's hits bear a star; . = no result given.

SMILES | CTSL1 counter | HCV core dimer | ZTA DNA inh | TPT1 inhibitor | Efflux pump inh | EBNA-1 inhibitor | PP1 counter | PP5 inh | PREPL inh
Cc1cc(OCc2nn[nH]n2)c2c3c(c(=O)oc2c1)CCCC3 | 0 | 2 | -12 | -1 | -0.1 | -13 | -2 | 0.8 | -8
O=c1[nH]c(=O)n(C2CCCCCC2)c(O)c1C=NCc1cccnc1 | 3 | -3 | 2 | 0 | 0.1 | -3 | -5 | -1.4 | 5
CN1C(=O)N(C)C(=O)C2(Cc3c(ccc4ccccc34)N(C)C2)C1=O | -3 | -7 | 17 | -6 | -0.1 | 4 | 1 | 1.1 | 11
C#CCN1CCN(c2ccc(F)cc2)CC1 | -2 | 1 | -1 | -3 | -0.2 | -3 | -4 | 3.2 | 2
O=C(C1CCCN(S(=O)(=O)c2cccc3nsnc23)C1)N1CCC2(CC1)OCCO2 (centres undefined) | 0 | 1 | -3 | -5 | -0.1 | -6 | 1 | 1.5 | 3
CCCC(C)C(=O)NC1CCSC1=O (centres undefined) | -3 | -4 | -6 | -4 | -0.1 | -5 | -2 | 0.4 | 10
Cc1cc(N2CCCC2)ccc1C=C(C#N)C#N | 0 | -3 | -4 | 9 | -0.1 | 6 | 1 | 1.9 | 0
CCCCCn1c(=O)c(C(=O)Nc2ccccc2N)c(O)c2ccccc21 | -3 | -1 | 12 | -1 | 0.0 | 1 | -1 | -0.6 | -7
CNC(=O)Nc1ccc(C(O)(C(=O)OC)C(F)(F)F)cc1 (centres undefined) | -1 | -2 | 4 | 0 | 0.0 | 3 | 2 | -0.1 | 8
O=C(c1cccs1)c1cn(Cc2ccccc2Cl)c2ccccc12 | 4 | 8 | 17 | 1 | 0.0 | 1 | -2 | 3.5 | -14
CCN1CCC2(CC1)NC(CO)(CO)CO2 | 8 | 3 | 17 | -2 | 0.0 | -2 | -5 | 2.2 | -2
O=c1c(C=Nc2cccnc2Cl)c(O)n(CCCCl)c(=O)n1C1CCCCC1 | 0 | -2 | -3 | 63* | 0.1 | -1 | -2 | -0.2 | 3
O=C(Nc1ccccc1)OC1CN=C(N[N+](=O)[O-])NC1 (centres undefined) | -2 | -4 | -19 | -3 | -0.2 | -1 | -2 | 0.7 | -6
c1ccc(-c2nnc(C3CC(c4cccnc4)=NO3)o2)cc1 (centres undefined) | -2 | 2 | 17 | -2 | -0.1 | 12 | 2 | 2.4 | 2
COc1ccc(CNCCc2c(C)[nH]c3ccc(OC(F)(F)F)cc23)c(OC)c1 | -4 | -5 | -15 | -2 | 0.1 | -3 | 6 | 2.5 | 21
O=C(CCCn1c(=O)[nH]c2cc(Cl)ccc2c1=O)N1CCC2(CC1)OCCO2 | -4 | -3 | 1 | 6 | 0.0 | -9 | -2 | -2.1 | -3
CCC(=NCCc1ccccc1)c1c(O)[nH]c(=O)[nH]c1=O | -4 | -4 | -15 | -3 | -0.1 | 0 | 0 | 3.7 | 14
CC(C)N1CC=C(c2c[nH]c3ccccc23)CC1 | -1 | -4 | 8 | 2 | 0.0 | -1 | -1 | 1.8 | -28
NC(Cc1ccccc1)Cc1ccccc1 | 5 | 9 | -1 | -1 | -0.1 | -5 | -4 | 0.0 | 4
CCOc1ccc2nc(N=Nc3c(O)[nH]c(=S)[nH]c3=O)sc2c1 | 4 | -13 | 0 | -4 | 0.1 | 3 | 3 | 3.3 | 4
O=C(c1ccccc1)C1CCCN(Cc2nc(-c3cnccn3)no2)C1 (centres undefined) | 3 | 1 | -5 | 0 | 0.2 | -14 | -5 | -1.9 | 10
C#CCOCOCC#CCN(CC)CC | -4 | -2 | 21 | -3 | 0.1 | 6 | -5 | 3.2 | -9
Cc1ccc(-n2c(O)c(C=NCCCn3ccnc3)c(=O)[nH]c2=O)cc1 | 11 | -3 | -18 | 5 | 0.0 | 4 | 6 | 1.2 | 9
COc1ccc(C(=O)N2C[C@H]3C[C@@H](C2)c2cccc(=O)n2C3)cc1OC | 0 | 4 | -18 | -4 | 0.1 | 7 | 3 | 4.8 | 4
CC(c1ccccc1)n1cncc1C(=O)O (centres undefined) | 4 | -1 | -6 | -4 | -0.1 | -2 | -1 | -1.8 | -2
Cc1ccccc1N1C(=O)NC(=O)/C(=C\c2ccc3c(c2)CCCN3Cc2ccccc2)C1=O | 7 | 15 | 0 | 61* | 0.6 | 1 | 3 | 1.2 | 40
COC(=O)C1=C(c2cc3ccccc3o2)C[C@@H]2CC[C@H]1N2C(=O)N1CCCCC1 | -1 | 5 | 15 | -4 | . | -1 | 0 | 2.6 | -1
O=c1[nH]c(=S)n(C2CC2)c(O)c1/C=N/N1CCOCC1 | 5 | 3 | -3 | 6 | 0.1 | 5 | 4 | -0.8 | 24
Nc1ccc2c(c1)Cc1ccccc1-2 | -1 | -14 | 0 | 0 | -0.1 | 11 | 3 | 2.4 | 13
CN1C(=O)C(=Cc2ccc(OCCN(C)c3ccccn3)cc2)C(=O)N(C)C1=O | -3 | -1 | 19 | 5 | -0.1 | -3 | 4 | -4.7 | 8
Fc1cccc(CN2CCN(c3ccc(Cl)cc3)CC2)c1 | -5 | 0 | -4 | 2 | 0.1 | -3 | -6 | -2.0 | 13
COC(=O)C1=C(c2ccc(OCc3ccccc3)cc2)C[C@@H]2CC[C@H]1N2C(=O)NCc1ccccc1 | . | . | 1 | . | 0.0 | . | 6 | 2.0 | -31
C=CCN1C(=O)/C(=C/c2cccs2)C(=O)NC1=S | 1 | 1 | 12 | 3 | -0.3 | 7 | -3 | -2.1 | -8
CC1(C)C2([N+](=O)[O-])CNCC1([N+](=O)[O-])CNC2 | -6 | 4 | 1 | -3 | 0.1 | -10 | -5 | 1.9 | -16
COc1cccc(CCNCc2c(F)cccc2F)c1 | 0 | 4 | 17 | 0 | 0.0 | 3 | -2 | 2.0 | -6
COc1ccc(-n2c(O)c(/C=C3\C=Nc4ccc(Br)cc43)c(=O)[nH]c2=O)cc1 | 5 | 5 | -6 | 33* | 0.1 | -11 | 4 | -0.5 | 11
CCn1c(O)c(C=Nc2cc(Cl)ccc2Cl)c(=O)n(CC)c1=O | 1 | 9 | 1 | 5 | -0.1 | -3 | -5 | -0.1 | -4
Clc1ccc(C[n+]2c(-c3ccccc3)cc(-c3ccccc3)cc2-c2ccccc2)cc1 | 2 | 4 | -1 | 0 | 0.0 | -6 | 10 | 0.6 | 71*
C=Cc1ccc(Cn2c(C(=O)O)c(C=O)c3ccccc32)cc1 | 0 | 32 | 6 | 8 | 0.1 | -4 | -5 | -3.3 | -6
O=C1C2CCCN2C(c2cccnc2)N1c1nccs1 (centres undefined) | 2 | -7 | -6 | 0 | -0.1 | -4 | -1 | 1.4 | 21
CCN(CC)c1ccc(CN(C)CCc2ccc(OC)c(OC)c2)cc1 | 0 | -3 | -8 | -1 | -0.1 | 2 | 2 | -1.3 | 10
CCCCNC(=O)NC(C(N)=O)P(=O)(OCC)OCC (centres undefined) | 3 | 0 | 13 | -2 | 0.3 | 5 | -7 | 1.9 | 13
Cc1cccc(-n2c(/C=C/c3ccc([N+](=O)[O-])o3)nc3ccccc3c2=O)c1 | 1 | 11 | -1 | 40* | 0.1 | 5 | -1 | -0.1 | -10
CCOP(=S)(OCC)C(O)CCCCCn1c(=O)c(F)cn(C2CCCO2)c1=O (centres undefined) | -5 | 0 | 4 | 1 | -0.1 | 4 | -1 | -0.1 | 8
CCCC(=O)NC(Oc1ccc(Cl)cc1Cl)C(Cl)(Cl)Cl (centres undefined) | -2 | -3 | 13 | -3 | 0.0 | 2 | 1 | -0.7 | -6

Filtered by structure: the compounds so far with an aryl methoxy group (five)
SMILES | CTSL1 counter | HCV core dimer | ZTA DNA inh | TPT1 inhibitor | Efflux pump inh | EBNA-1 inhibitor | PP1 counter | PP5 inh | PREPL inh
COc1ccc(CNCCc2c(C)[nH]c3ccc(OC(F)(F)F)cc23)c(OC)c1 | -4 | -5 | -15 | -2 | 0.1 | -3 | 6 | 2.5 | 21
COc1ccc(C(=O)N2C[C@H]3C[C@@H](C2)c2cccc(=O)n2C3)cc1OC | 0 | 4 | -18 | -4 | 0.1 | 7 | 3 | 4.8 | 4
COc1cccc(CCNCc2c(F)cccc2F)c1 | 0 | 4 | 17 | 0 | 0.0 | 3 | -2 | 2.0 | -6
COc1ccc(-n2c(O)c(/C=C3\C=Nc4ccc(Br)cc43)c(=O)[nH]c2=O)cc1 | 5 | 5 | -6 | 33* | 0.1 | -11 | 4 | -0.5 | 11
CCN(CC)c1ccc(CN(C)CCc2ccc(OC)c(OC)c2)cc1 | 0 | -3 | -8 | -1 | -0.1 | 2 | 2 | -1.3 | 10

(continued)
SMILES | CTSL1 counter | HCV core dimer | ZTA DNA inh | TPT1 inhibitor | Efflux pump inh | EBNA-1 inhibitor | PP1 counter | PP5 inh | PREPL inh
Cc1cccc(NC(N)=S)c1 | 5 | 3 | 5 | 0 | 0.1 | 4 | -3 | -2.6 | 3
O=C(COc1ccc2ccccc2c1)N1CCN(Cc2ccncc2)CC1 | 4 | 3 | -9 | -1 | -0.1 | -1 | 1 | -0.1 | 7
COC(=O)C1=C(c2ccc(F)cc2F)C[C@@H]2CC[C@H]1N2C(=O)NC1CCCCC1 | . | . | -7 | . | 0.0 | . | 3 | -0.5 | 2
CCCCOc1ccc(CCN)cc1Cl | -5 | -3 | 1 | 1 | 0.3 | 18 | 2 | -0.8 | -3
CC(C)n1c(O)c(C=NCc2ccccc2)c(=O)[nH]c1=S | -2 | 7 | 10 | -6 | -0.1 | 8 | -5 | 2.6 | 9
CC(=NCCN1CCCCC1)c1c(O)n(-c2ccc(Cl)cc2)c(=O)[nH]c1=O | 1 | 1 | 5 | 1 | 0.2 | -5 | 1 | 2.5 | 16
O=c1[nH]c(CN2CC=C(c3ccccc3)CC2)nc2cc(C(F)(F)F)ccc12 | -1 | 40 | 9 | 19 | 0.2 | 7 | 4 | -0.9 | 21
N#Cc1cc2c(nc1SCC(=O)Nc1cc(Cl)cc(Cl)c1)C1CCN2CC1 | -4 | 1 | -11 | -1 | -0.1 | 11 | 0 | 1.2 | 6
CCCCn1c(C)c(C(=O)OCC)c2c(CN3CCOCC3)c(O)ccc21 | 4 | 1 | 6 | -5 | 0.1 | 7 | -1 | 0.9 | 31
CCOc1cc(C=C2C(=O)NC(=O)NC2=O)cc([N+](=O)[O-])c1O | -1 | -2 | 19 | 0 | 0.0 | 10 | 0 | 3.5 | -12
CCN(CC)CCCN=Cc1c(O)n(CCc2ccc(F)cc2)c(=O)[nH]c1=O | -3 | -1 | -10 | 0 | 0.0 | 2 | -2 | 0.5 | 12
Nc1ccc2nonc2c1[N+](=O)[O-] | 1 | -4 | -13 | -99 | 0.1 | -2 | -5 | -4.3 | 5
CC1(C)C(=O)C=C[C@]2(C)[C@H]3CC[C@@]4(C)[C@H](c5ccoc5)OC(=O)[C@H]5O[C@]54[C@]3(C)[C@H](O)C[C@@H]12 | -6 | 15 | -1 | 1 | 0.1 | -2 | -3 | 1.3 | 4
O=C(c1cccn2c(=O)c3ccccc3nc12)N1CCC2(CC1)OCCO2 | -3 | 3 | -11 | 4 | 0.1 | -7 | 5 | 3.2 | 0
CN1CCN(/N=C/c2c[nH]c3ccccc23)CC1 | 1 | 0 | 0 | 0 | 0.0 | -3 | -3 | -0.5 | -3

The list is partial; the hit share may differ from the screen's.
